Screening data: PubChem, several laboratories
FAS-TE inh: inhibitors of human fatty acid synthase thioesterase domain. AID 602261. 360,000 tested, 0.67% active. recombinant FAS-TE, OMFH fluorogenic substrate, fluorescence endpoint. inhibition, % at 15 µM;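 active means compounds whose normalised, plate-corrected inhibition of enzyme fluorescence in the single-dose primary screen is 50% or more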;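 further: 0% = DMSO with enzyme and 100% = substrate without enzyme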
Neddylation inh: cullin neddylation inhibition; P61081+Q13564; TR-FRET cullin neddylation, biochemical; calls only at 25 µM; 360,000 tested, 0.58% active; AID 651699; in the data active means inhibition above about 36%
CendR NRP1 mod: alters CendR peptide binding to human NRP-1; 360,000 tested, 0.85% active; inhibition, % at 25 µM; FAM-RPARPAR peptide binding to NRP-1, fluorescence polarization; O14786;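 active means inhibition or corrected inhibition above about 18%, plus a signal ratio from 0.5 to 1.5, limit read from the data, passing the limit was not always enough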; further: strong numbers were not always called active
Target sequence (O14786 whole entry, looked up): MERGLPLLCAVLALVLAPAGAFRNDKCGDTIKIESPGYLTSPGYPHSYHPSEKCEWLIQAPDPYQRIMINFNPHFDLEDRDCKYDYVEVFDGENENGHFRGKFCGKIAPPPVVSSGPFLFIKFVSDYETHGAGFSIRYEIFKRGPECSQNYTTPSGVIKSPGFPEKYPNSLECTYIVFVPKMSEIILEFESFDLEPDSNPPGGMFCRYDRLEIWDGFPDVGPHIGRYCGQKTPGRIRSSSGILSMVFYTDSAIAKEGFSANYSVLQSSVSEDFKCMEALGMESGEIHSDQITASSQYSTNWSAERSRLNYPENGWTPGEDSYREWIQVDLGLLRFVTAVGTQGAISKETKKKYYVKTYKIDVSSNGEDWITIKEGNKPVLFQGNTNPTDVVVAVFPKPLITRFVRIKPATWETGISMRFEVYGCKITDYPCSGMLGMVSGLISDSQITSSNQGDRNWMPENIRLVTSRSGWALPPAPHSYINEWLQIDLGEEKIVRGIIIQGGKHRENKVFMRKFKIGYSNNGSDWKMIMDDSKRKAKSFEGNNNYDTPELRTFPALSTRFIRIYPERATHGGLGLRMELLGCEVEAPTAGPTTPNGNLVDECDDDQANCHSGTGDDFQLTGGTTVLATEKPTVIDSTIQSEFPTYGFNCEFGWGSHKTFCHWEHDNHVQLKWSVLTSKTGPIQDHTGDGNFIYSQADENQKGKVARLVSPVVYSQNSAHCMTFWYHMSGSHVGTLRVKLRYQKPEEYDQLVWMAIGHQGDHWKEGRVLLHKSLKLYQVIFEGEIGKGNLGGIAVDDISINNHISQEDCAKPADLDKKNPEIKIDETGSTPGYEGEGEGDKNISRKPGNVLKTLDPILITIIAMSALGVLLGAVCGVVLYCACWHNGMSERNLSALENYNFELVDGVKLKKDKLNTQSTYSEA
eLon inh: E. coli protease La inhibition | P0A9M0 | purified E. coli Lon protease, fluorescence polarization | inhibition, % at 7.94 µM | 360,000 tested, 0.42% active; in the data active means inhibition above about 13%, passing the limit was not always enough;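 further: 0% = enzyme with probe and DMSO and 100% = no enzyme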
MsrA inh: inhibits bovine methionine sulfoxide reductase A. purified bovine MsrA, absorbance read-out. 360,000 tested, 0.75% active. inhibition, % at 15.5 µM; in the data active means inhibition above about 4.5%;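 further: 0% = vehicle wells with enzyme and 100% = reference inhibitor wells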
MT1-MMP act inh: blocks activation of human MT1-MMP | P50281 | HT1080 RFP-PRO-GFP cells, GFP/RFP ratio fluorescence, overnight; percent of plate control window, DMSO zero | GFP/RFP ratio change, % at 20 µM | 360,000 tested, 0.061% active;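 active means GFP/RFP ratio change of at least 30% with cell ATP level not reduced by more than half and red fluorescence within 50% of control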; further: strong numbers were not always called active
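Assay system – RFP-PRO-GFP reporter HT1080 cells · Compound dosing – single dose of 20 µM compound, 1% DMSO final · Incubation – overnight compound exposure at 37 °C · Measure – GFP/RFP fluorescence ratio · Benchmarks – DMSO wells and RFP-L50D-GFP cells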
bovine MsrA act: bovine methionine sulfoxide reductase A activation. purified bovine MsrA, absorbance read-out. activation, % at 10.6 µM. 360,000 tested, 0.3% active; in the data active means activation above about 7.5%;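 further: 0% = vehicle and 100% = reference activator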
Rin1 Abl inh: human Rin1-Abl interaction inhibition; P00519+Q13671; 360,000 tested, 0.4% active; TR-FRET Rin1/Abl binding, biochemical; inhibition, % at 7.35 µM; in the data active means inhibition above about 5%, passing the limit was not always enough
SKN-1 inh: blocks SKN-1 activity in C. elegans; inhibition, % at 21.8 µM; 360,000 tested, 0.49% active; C. elegans VP596 Pgst-4::GFP/RFP ratio, acrylamide-induced, 24 h;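 active means interference check ratio from 0.5 to 1.5 plus GFP to RFP signal ratio inhibition reaching or exceeding a fixed threshold, cut at about 30% in these data, passing the limit was not always enough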; further: some compounds called inactive have numbers as strong as hits
Starred values were filed as active, the others as inactive; i = inactive; x = not tested or not shown; + = active, no number.

Below each SMILES – FAS-TE inh, Neddylation inh, CendR NRP1 mod, eLon inh, MsrA inh, MT1-MMP act inh, bovine MsrA act, Rin1 Abl inh, SKN-1 inh
- O=C(c1ccccc1Nc1ccc(SC(F)F)cc1)N1CCCCCC1
 : 9, i, 6, 5, -0.4, -5, 1, -2, 12
- COc1ccc(C2c3c(ccc4ccccc34)Oc3ncn4nc(-c5ccco5)nc4c32)cc1 (centres undefined)
 : 72*, i, 8, -11, 0.0, 7, 0, 0, 22
- CCOC(=O)Cc1nn[nH]n1
 : -4, i, -5, -1, -0.2, 1, 0, 4, 5
- CSc1nc(N)nc2c1ncn2Cc1ccccc1
 : -9, i, 11, 1, 0.7, 5, -1, 2, -4
- CC(=O)C1C(c2ccc(F)cc2)C2C(C)=NN=C2CC1(C)O (centres undefined)
 : -5, i, 1, -9, 1.8, -2, -6, 2, 5
- COc1ccc(N2C(=O)S[C@@H]3CS(=O)(=O)C[C@@H]32)cc1
 : -15, i, 16, -10, -0.3, 2, -3, 1, 9
- CC1CCN(C(=O)C2c3ccccc3C(=O)N3CCc4ccccc4C23)CC1 (centres undefined)
 : -4, i, -8, 0, 2.0, -2, -3, 0, 16
- O=C(CC1C(=O)NCCN1Cc1cccc(Oc2ccccc2)c1)NCc1cccnc1 (centres undefined)
 : -6, i, 4, -3, -0.4, 1, -3, 0, 16
- O=C(Cc1ccccc1)NCC(=O)Nc1cc(Cl)ccc1Cl
 : 2, i, -3, -1, 0.7, 0, -3, 3, 19
- CCOC(=O)c1c(C)n(C)c2cc(Br)c(C(=O)OC)cc12
 : 2, i, 7, -5, -0.2, 10, 0, -3, 31
- CCn1cc(CN2CCCC(C(=O)Nc3ccc(-c4cscn4)cc3)C2)cn1 (centres undefined)
 : -4, i, -5, -8, -0.3, -1, -4, 0, 4
- C[C@H](CO)N1C[C@H](C)[C@@H](CN(C)S(=O)(=O)c2cn(C)cn2)OCc2cnnn2CCCC1=O
 : -6, i, -10, -5, -1.0, -1, 0, -1, -6
- Cc1nn(C)c(Sc2ccccc2N)c1[N+](=O)[O-]
 : -2, i, -2, -5, 0.3, 0, 8.0*, 2, 12
- O=S(=O)(c1ccccc1)c1cnc(-c2ccccc2)nc1N1CCCCC1
 : 17, i, 19, -4, -0.5, -5, -4, -2, 11
- Cc1cccc(NC(=O)Cc2cccs2)n1
 : -6, i, -3, -6, -0.5, -2, -10, -2, -8
- O=C(O)c1ccc(S(=O)(=O)NN=Cc2c[nH]c3ccccc23)cc1
 : -8, i, -1, 13, 2.1, -5, -16, 7, 15
- COc1ccc(OC)c(NC(=O)CCCN2C(=O)C3C4C=CC(C4)C3C2=O)c1 (centres undefined)
 : -6, i, -8, -10, -1.3, -1, 0, -1, 10
- CCC(=O)N/N=C(\C)CC(=O)Nc1ccc(Cl)cc1
 : -15, i, 5, -7, -0.3, 1, -3, 1, 0
- O=c1[nH]cc(-c2ccccc2)c(=O)[nH]1
 : -1, i, 2, -2, -1.1, x, -2, 1, 4
- CCc1nnc(NS(=O)(=O)c2ccc(NC(=S)NC(=O)c3cccnc3)cc2)s1
 : -3, i, -31, -2, 0.7, 2, -2, -2, 6
- CCC1=NN(C(=O)CCc2ccccc2)C(O)(C(F)(F)F)C1 (centres undefined)
 : -5, i, 10, 1, -0.2, -2, -5, 4, -1
- COc1cccc(NC(=O)C2(C)CCN2C(=O)C2CCCCC2)c1 (centres undefined)
 : 0, i, -2, -10, -0.9, -1, 1, -1, 25
- O=C(c1ccccc1)N1CCC2(CC1)NCCc1[nH]cnc12
 : -7, i, -1, -8, 0.7, -10, -3, 1, 21
- CCOC(=O)c1c(/N=C/C2C(=O)CCCC2=O)sc2c1CCCC2
 : 3, i, 14, -3, 2.8, -1, -12, 2, 1
- Cc1cc(C(=O)NNC(=O)Nc2cccc(C(F)(F)F)c2)no1
 : -2, i, 2, -1, -0.2, 1, -11, 4, 14
- CCOC(=O)Cc1csc(SCC(=O)Nc2oc(C)c3c(C)n[nH]c(=O)c23)n1
 : -11, i, 6, -13, 0.4, -12, -10, 6, -17
- O=C(CN1C(=O)NC2(CCCC2)C1=O)NNC(=O)c1ccccc1F
 : -4, i, 5, -14, 0.7, -3, -3, 0, 2
- CCCCCCCCN1C(=O)[C@H](CC(=O)NCc2ccc(OC)c(OC)c2)C[C@@]2(C(=O)OCC)CCCC=C12
 : 14, i, -8, 13, -0.3, 2, 1, x, 4
- COC(=O)CC1=NN(c2ccc(OC)cc2)C(=O)/C1=C\c1ccc(Cl)cc1
 : -8, i, -6, -1, 1.5, 17, -2, -4, 6
- COC(=O)c1c(-c2ccccc2OC)sc2ccc(OC)cc12
 : 30, i, -3, -5, 0.1, -2, -13, -1, -7

Records listed so far that bear a hit mark in bovine MsrA act:
canonical_smiles	Neddylation inh	CendR NRP1 mod	eLon inh	MsrA inh	MT1-MMP act inh	bovine MsrA act	Rin1 Abl inh	SKN-1 inh
Cc1nn(C)c(Sc2ccccc2N)c1[N+](=O)[O-]	i	-2	-5	0.3	0	8.0*	2	12

Other structures.
Below each SMILES – FAS-TE inh, Neddylation inh, CendR NRP1 mod, eLon inh, MsrA inh, MT1-MMP act inh, bovine MsrA act, Rin1 Abl inh, SKN-1 inh
- Cc1cc(C(=O)N/N=C/c2cccn2C)no1
 : -10, i, -12, 8, 3.0, 2, -9, 1, 1
- Cc1ccc(CC(=O)NCCCn2ccnc2)cc1
 : -5, i, 16, 4, -0.8, -1, -1, -3, 7
- O=C(C1CCCN(Cc2ccncc2)C1)N1CCc2ccccc2C1 (centres undefined)
 : -7, i, -7, -12, x, 5, -3, 2, 6
- CCOC(=O)c1cc(-c2ccco2)nc2c1c(C)nn2-c1ccccc1
 : 16, x, -11, -6, 3.4, 4, -2, -5, 40*
- COc1ccc(N=C2SC(C(=O)Nc3ccc(F)cc3)CC(=O)N2C)cc1 (centres undefined)
 : 5, i, 3, 5, 0.1, 6, -2, -4, -7
- NC(=O)c1cn(-c2ccccc2)nc1-c1cccnc1
 : -4, i, 0, 3, -0.1, 5, 1, 1, 13
- COc1ccc(CCNCC(O)COc2cccc(Br)c2)cc1OC (centres undefined)
 : -2, i, 5, -6, 0.8, 3, -2, 0, 0
- COc1ccc(NC(=O)CSCC(=O)Nc2ccccc2N2CCCC2)cc1
 : -2, i, 16, 3, -0.9, 3, -3, 2, -20
- Cc1ccc(NC(=O)/C(=C/c2cccc([N+](=O)[O-])c2)NC(=O)C2CCCCC2)cc1
 : 4, i, -2, -2, 0.5, 2, -7, 2, 3
- N#Cc1ccc(C(c2nnnn2C2CCCC2)N2CCC(Cc3ccccc3)CC2)cc1 (centres undefined)
 : 35, i, -7, -2, -0.5, -13, 2, -4, -15
- COc1ccccc1-[n+]1c(C)cc(/C=C2\Sc3ccccc3N2C)cc1C
 : -26, i, -140, -204, -1.2, -232, 8.2*, -56, 6
- CSc1ccc(/C=C(\C#N)C(=O)Nc2cccc(C)c2)cc1
 : 11, i, -8, -5, -0.1, 0, -3, 1, 1
- Cc1[nH]c(=S)c(C#N)c2c1CCCC2
 : -2, i, 5, -10, -0.2, -4, -11, -2, -13
- CCc1nc(Nc2ccc(OC)cc2OC)c2oc3ccccc3c2n1
 : 10, x, 4, 6, 1.4, -1, -2, -2, 7
- O=[N+]([O-])c1ccc(N2CCC(O)CC2)nc1
 : -11, i, -4, 1, 1.9, -2, -13, 1, 5
- CC(C)NS(=O)(=O)c1ccc(OCC(=O)Nc2cccc(F)c2)cc1
 : 0, i, 2, -8, 1.2, -1, -1, 2, -1
- COCCCNC(=O)c1ccc2nc([C@@H]3O[C@H](CO)[C@H](O)[C@H](O)[C@H]3O)[nH]c2c1
 : -10, i, 6, -9, 0.8, -3, -2, 2, -3
- CC1(C)Oc2cc3oc(=O)ccc3c3c2C2C1CCC(C)(O3)C2O (centres undefined)
 : 0, x, -7, 4, 2.1, 4, -6, -1, -15
- COc1ccc(NC(=O)CN(C)C(=O)Cn2c(=O)oc3ccccc32)cc1
 : -8, i, -1, 1, 0.1, -4, -11, 3, -1
- CCCc1cc(=O)oc2cc(OCC(=O)NC(Cc3c[nH]c4ccc(O)cc34)C(=O)O)c(Cl)cc12 (centres undefined)
 : 3, i, 3, -6, 2.4, 0, -2, 0, 50
- CC(C)CNC(=O)C1(C)CCCN1C(=O)c1cccnc1Oc1ccccc1 (centres undefined)
 : -8, i, 3, -6, 1.4, 0, -1, 3, 0
- CCn1cc(C(=O)N[C@@H](CCSC)C(=O)NCCN2CCOCC2)c(=O)c2cc3c(cc21)OCO3
 : 0, i, -1, -9, -1.2, 4, -7, -2, -3
- O=C(N/N=C1\CCS(=O)(=O)c2ccc(F)cc21)c1ccc([N+](=O)[O-])cc1
 : 3, i, 1, -1, 2.8, 1, -3, -6, -7
- CN(c1ccc(Cl)cc1)c1cc(=O)n(C)c2ccccc12
 : 16, i, 16, -4, 2.5, 3, -4, -4, 2
- S=c1nc2[nH]c3ccccc3c2n[nH]1
 : -3, i, 10, -8, 0.2, 3, 6, -2, 3
- COc1cc(/C=N/NC(=O)COc2ccccc2C)ccc1OC(=O)c1cccs1
 : 8, i, -21, -5, -0.5, 10, 2, 0, 14
- Cc1cc2n(n1)C(c1ccc3c(c1)OCO3)Nc1ccccc1-2 (centres undefined)
 : 13, +, 8, -5, -0.2, 3, -2, -3, 30
- Cc1cccc(NC(=O)c2cc(Cl)nc3ccccc23)c1
 : 6, i, -6, 4, 0.7, 12, -2, 0, -13
- CC1CCN(S(=O)(=O)CCNC(=O)c2ccc(F)cc2)CC1
 : -3, i, 6, -7, 0.2, -1, -3, 0, 12
- O=C(CSc1nnc(CN2CCCC2)n1-c1ccc(F)cc1)c1ccc2c(c1)OCO2
 : -1, i, -4, -8, 0.2, -4, -2, 3, 11
- CC(=O)C1=C(C)NC(=O)CC1c1ccc(Br)cc1 (centres undefined)
 : -3, i, 5, 0, -1.4, -3, -5, 4, 9
- O=C(NCc1cccnc1)c1noc2c1CCCC2
 : -8, i, 1, 1, x, 2, 0, 2, -2
- COc1ccc(NC(=O)CN2C(=O)NC(C)(c3ccccc3)C2=O)cn1 (centres undefined)
 : -4, i, -3, -2, -1.0, -3, -3, 6, -3
- Cc1ccsc1/C=N\NC(=O)c1n[nH]c2c1CCC2
 : -10, i, -10, -1, 3.6, -6, -4, -2, 4
- C=CCc1cccc(/C=N/NC(=O)CCC(=O)Nc2ccc(C)cc2)c1O
 : -10, i, -2, 0, 1.2, -1, -2, -4, -1
- C=CCN1C2=NCCCN2c2ccccc21
 : -2, i, 7, -11, -1.3, 2, -2, -2, 16
- O=C(CN1CCN(C(=O)C2CCCO2)CC1)Nc1ccc(Cl)cc1 (centres undefined)
 : -1, i, 5, 1, -1.2, -2, 1, -2, 4

Compound profiles (already shown). Order of screens: FAS-TE inh | Neddylation inh | CendR NRP1 mod | eLon inh | MsrA inh | MT1-MMP act inh | bovine MsrA act | Rin1 Abl inh | SKN-1 inh
Entry for CC(C)CNC(=O)C1(C)CCCN1C(=O)c1cccnc1Oc1ccccc1 (centres undefined) → -8 | i | 3 | -6 | 1.4 | 0 | -1 | 3 | 0
Entry for CCCc1cc(=O)oc2cc(OCC(=O)NC(Cc3c[nH]c4ccc(O)cc34)C(=O)O)c(Cl)cc12 (centres undefined) → 3 | i | 3 | -6 | 2.4 | 0 | -2 | 0 | 50
